Screening results: PubChem BioAssay, several laboratories
bCat nuc transl: modulators of beta-catenin nuclear translocation | HeLa beta-catenin nuclear translocation, immunofluorescence imaging | nuclear translocation activity, % at 5 µM | hit rate 0.3% among 190,000 | AID 1665;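 active means nuclear translocation activity above 50% at 5 µM, with a well cell count of 50 or more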;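 further: per-cell ratio of nuclear to cytoplasmic median beta-catenin stain intensity; plate controls were DMSO negative control for no effect and GSK-3 inhibitor IX positive control for full effect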
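Assay system: human HeLa cells, native beta-catenin; doses: 5 µM primary, 0.02–20 µM confirmation; incubation: compound treatment 24 h, 37°C, 5% CO2; technique: fluorescence imaging of beta-catenin antibody stain plus DAPI; measure: % activation, nuclear-to-cytoplasmic median beta-catenin signal ratio per cell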
Myeloid diff 2: compounds promoting myeloid differentiation; ER-HoxA9 myeloid progenitors, lysozyme-GFP differentiation, flow cytometry; calls only at 10 µM; hit rate 1% among 360,000; AID 624256;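 active means normalized GFP-positive differentiation at or above the plate's own cutoff, the solvent-only control mean plus 3 SD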;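 further: cells exposed to compound for four days before flow analysis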
WT yeast gro inh: growth inhibition of WT yeast, mitochondrial fusion screen; inhibition, % at 10 µM; mitochondrial fusion phenotypic screen, WT strain; hit rate 2.1% among 190,000; in the data active means inhibition above about 58%; tested in S. cerevisiae
Insulin prom up: MIN6 insulin promoter up-regulation | z-score at 5 µM | MIN6 insulin promoter-GFP reporter, high-content imaging; hits give high values | AID 1625 | hit rate 0.3% among 190,000;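 active means z-score above 3 at 5 µM with at least 500 cells counted in the well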
Autophagy mod: alters autophagy in cells | MEF GFP-LC3 puncta imaging; test concentration mostly 10 µM | calls only at 10 µM (by protocol) | hit rate 0.98% among 190,000;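 active means percentage of spot-positive cells more than 3 SD above its plate mean, without a fluorescence outlier flag or 80% toxicity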;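 further: spot-positive cell cutoff set from DMSO-treated cells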
MT stabilize HCS: microtubule stabilization, imaging screen | % tubulin-high responders, % at 10 µM | AID 2205 | hit rate 0.83% among 200,000 | HeLa tubulin immunostaining HCS, 24 h; share of cells brighter than vehicle mean+2SD;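 active means plate Z-score above 3 for both tubulin-high and condensed-nucleus cell shares, with cell loss under 80%, at 10 µM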;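 further: anti alpha tubulin signal scored within the nucleus-defined area of each cell; some results filed as inactive read as strong as hits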
Hep lipid drop: modulators of hepatic lipid droplet formation; AML12 mouse hepatocytes, oleate lipid droplets, BODIPY imaging; inhibition, % at 6.5 µM; hit rate 0.4% among 240,000; AID 1656;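 active means lipid droplet intensity inhibited by at least 50%, with more than 500 cells counted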
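Assay system: AML12 mouse liver cells | Compound dosing: One dose, 6.5 µM compound | Read-out basis: Droplet intensity reduction, % inhibition | Measured by: Fluorescence imaging, 20x objective, two fields per well | Schedule: Overnight treatment with compound plus oleate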
T cell HTS: T cell immune modulation candidate. 2C CD8+ T cell-vesicle binding, flow cytometry; hits give low values. calls only at 7 µM. hit rate 0.068% among 330,000. AID 2052;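 active means response, share of CD8 T cells binding vesicles, and their 90th percentile fluorescence all below set limits, cut at about 80% in these data, passing the limit was not always enough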
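Incubation: binding step 1.5 h, 37 °C, antibody labelling 20 min, ice; system: murine 2C transgenic CD8+ T lymphocytes; technique: cytometric PE anti-B7-1 and Alexa647 anti-CD8 signals after 1% paraformaldehyde fixation; also added: QL9-charged Drosophila Ld/ICAM-1/B7-1 vesicles; control set: naked versus QL9-loaded vesicles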
West Nile virus CPE: inhibition of WNV-induced cytopathic effect – cell-based, CPE readout (AID 1621); West Nile virus-infected cells, CPE inhibition; higher % means a stronger effect; one-dose CPE inhibition, % at 10 µM; IC50 in µM for titrated hits; hit rate 0.02% among 290,000; in the data active means a potency from the dose series; further: strong numbers were not always called active
WT yeast gro inh mutant strain: second read-out of WT yeast gro inh, no call of its own (marks repeat the call); inhibition, %; mitochondrial fusion phenotypic screen, mutant strain inhibition
Insulin prom up cell count: further read-out of Insulin prom up, marked with its call; cell count; measured here: cytotoxicity, nuclei count;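 total cells summed across four imaged fields per well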
Hep lipid drop cells 6.5 µM: also measured in Hep lipid drop; calls as there; cell count; measured here: cell count, cytotoxicity flag;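 cells counted across two imaged fields per well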
bCat nuc transl cell count 5 µM: further read-out of bCat nuc transl, marked with its call; cell count; measured here: cell count, cytotoxicity flag
T cell HTS vesicle-bound %: also measured in T cell HTS; calls as there; double positive events, %; measured here: CD8+ vesicle-bound cell fraction;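 binding gate set so that unloaded-vesicle control wells show 10% double positive cells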
MT stabilize HCS Hoechst-high %: second read-out of MT stabilize HCS, no call of its own (marks repeat the call); % Hoechst-high responders; measured here: nuclear condensation Hoechst responders;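 share of cells brighter than vehicle mean plus two SD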
MT stabilize HCS cytotoxicity %: also measured in MT stabilize HCS; calls as there; toxicity, %; measured here: cytotoxicity by cell density;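 0% = mean cell density of plate MIN control wells and 100% = no cells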
Autophagy mod cell loss 18 h: recorded beside Autophagy mod, whose call it bears; toxicity, %; measured here: cell loss, nuclei count;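 cell loss after 18 h compound exposure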
Myeloid diff 2 GFP+ MAC1+ %: also measured in Myeloid diff 2; calls as there; GFP+ MAC1+ double positive, %; measured here: differentiation confirmed by MAC1 staining
Numbers without * were called inactive; i = inactive; x = no result given.

| canonical_smiles | bCat nuc transl | bCat nuc transl cell count 5 µM | Myeloid diff 2 | Myeloid diff 2 GFP+ MAC1+ % | WT yeast gro inh | WT yeast gro inh mutant strain | Insulin prom up | Insulin prom up cell count | Autophagy mod | Autophagy mod cell loss 18 h | MT stabilize HCS | MT stabilize HCS Hoechst-high % | MT stabilize HCS cytotoxicity % | Hep lipid drop | Hep lipid drop cells 6.5 µM | T cell HTS | T cell HTS vesicle-bound % | West Nile virus CPE |
| --- | --- | --- | --- | --- | --- | --- | --- | --- | --- | --- | --- | --- | --- | --- | --- | --- | --- | --- |
| O=C(O)c1ccc(-c2ncc[nH]2)cc1 | -2.5 | 1106 | i | 0.3 | -5 | -7 | 0.31 | 1137 | i | 2 | 2.6 | 2.1 | 6.1 | -3 | 672 | i | 49 | 0.0% |
| Nc1nc(-c2ccc(F)cc2)cc(C(F)(F)F)n1 | -2.9 | 1242 | i | 3.4 | 7 | -13 | x | x | i | 5 | 1.8 | 1.1 | 9.9 | 5 | 724 | i | 16 | 0.0% |
| Cc1cccc(NC(=S)Nc2ccc(Br)cc2)c1 | 1.1 | 1312 | i | 0.9 | -2 | -4 | 0.03 | 1648 | i | 5 | 1.3 | 2.1 | 7.6 | x | x | i | 40 | 0.3% |
| O=C(Cc1ccccc1)NNC(=O)c1cccs1 | 2.6 | 1386 | i | 1.2 | -5 | -1 | 0.79 | 1461 | i | -11 | 3.2 | 2.7 | 10.0 | x | x | i | 46 | 0.4% |
| COc1ccc(Cl)cc1NC(=O)c1cc(-c2cc(C)ccc2O)n[nH]1 | -1.3 | 1427 | i | 0.3 | x | x | 1.5 | 1074 | x | x | x | x | x | -9 | 749 | i | 14 | 0.2% |
| Cc1ccc(C)n1NC(=O)c1cccs1 | x | x | i | 2.5 | 1 | 15 | x | x | i | 5 | 2.9 | 0.2 | 24 | -2 | 743 | i | 58 | 0.2% |
| CCN(CC)C(=O)C1CCCN(Cc2ccccc2F)C1 (stereo not drawn) | 0.2 | 1149 | i | 1.6 | -2 | -1 | 0.61 | 1062 | i | 16 | 1.9 | 4.0 | 5.3 | x | x | i | 25 | -0.2% |
| O=C(CN1CCN(S(=O)(=O)c2ccc(Cl)cc2)CC1)Nc1ccc2c(c1)CCC2 | -1.0 | 515 | i | 1.0 | 33 | 29 | -0.71 | 1359 | i | -16 | 2.8 | 4.6 | 23 | 0 | 586 | i | 41 | -1.6% |
| CCN(CC)S(=O)(=O)c1ccc2[nH]c(=O)c3ccccc3c2c1 | x | x | i | 0.4 | x | x | x | x | x | x | x | x | x | -8 | 773 | i | 60 | 46µM* |
| CCCOc1ccccc1NS(=O)(=O)c1ccc2[nH]c(=O)[nH]c2c1 | x | x | i | 2.7 | x | x | x | x | x | x | x | x | x | -16 | 715 | i | 35 | 0.7% |
| NNc1nc2c(Cl)c(Cl)ccc2s1 | -0.8 | 767 | i | 0.7 | 78* | 72* | -0.16 | 1226 | i | 9 | 4.3 | 4.9 | 4.0 | 17 | 684 | i | 44 | -1.1% |
| CCn1c(SCC(=O)Nc2cccc(C)c2)nc2ccccc2c1=O | x | x | i | 0.4 | x | x | x | x | x | x | x | x | x | -13 | 785 | i | 41 | -0.5% |
| COC(=O)CC1=NN(c2ccc(OC)cc2)C(=O)/C1=C\c1ccc(Cl)cc1 | -0.7 | 941 | i | 0.5 | 0 | 5 | x | x | i | 14 | 1.3 | 2.6 | 0.1 | -35 | 404 | i | 38 | 1.6% |
| Cc1ccccc1Cn1ccc(NC(=O)c2cnn3c(C(F)(F)F)cc(-c4ccco4)nc23)n1 | x | x | x | x | 21 | 17 | -0.66 | 1225 | i | -2 | 3.4 | 2.5 | 2.7 | -3 | 692 | i | 22 | 2.9% |
| Cc1ccc(NC(=S)NCC(C)C)cc1 | 1.2 | 932 | i | 0.1 | 16 | 8 | -0.2 | 1310 | i | 3 | 1.6 | 1.3 | 3.4 | -1 | 648 | i | 39 | 0.7% |
| CC(C)(C)C(=O)Nc1cc(NC(=O)C(C)(C)C)cc(C(=O)Nc2cc(C(=O)O)cc(C(=O)O)c2)c1 | -7.1 | 558 | i | 0.1 | -10 | -31 | 0.04 | 1259 | i | 10 | 4.9 | 1.8 | 11 | 2 | 727 | i | 46 | -0.3% |
| Cc1cc(C)nc(SCCC(=O)Nc2ccc(F)cc2)n1 | -3.8 | 1105 | i | 0.7 | -7 | -14 | 0.34 | 1255 | i | -7 | 2.6 | 2.5 | 0.7 | 4 | 641 | i | 33 | 0.2% |
| CCC1CCCCN1Cc1nc(Cc2ccccc2Cl)no1 (stereo not drawn) | 3.2 | 1270 | i | 0.3 | x | x | -0.08 | 1028 | x | x | x | x | x | -7 | 727 | i | 44 | 0.2% |
| CCN(CC)C(=O)C1CCCN(Cc2ccc(OC)c(C)c2)C1 (stereo not drawn) | -3.8 | 1230 | i | 1.0 | 19 | 2 | -0.48 | 1203 | i | 0 | 3.8 | 2.7 | 8.0 | x | x | i | 50 | -0.4% |
| CCNC(=S)N=Nc1c(O)[nH]c2ccc([N+](=O)[O-])cc12 | -0.4 | 1134 | i | 2.6 | -8 | 6 | -1.1 | 1089 | i | 8 | 4.5 | 1.1 | 22 | -14 | 691 | i | 33 | -1.3% |
| CCOC(=O)C1CCCN(C2=NC(=O)/C(=C/c3ccc(O)c(OCC)c3)S2)C1 (stereo not drawn) | x | x | i | 0.7 | x | x | x | x | x | x | x | x | x | 2 | 690 | i | 46 | -0.5% |
| COc1ccc(CC2=C(O)c3ccccc3C(=O)C2=O)cc1 | x | x | i | 1.2 | x | x | x | x | x | x | x | x | x | -4 | 819 | i | 40 | 0.1% |
| Cc1ccc2oc(=O)c3cnn(CC(=O)N4CCCc5ccccc54)c3c2c1 | -1.9 | 1076 | i | 9.9 | 4 | -19 | -0.24 | 1878 | x | x | 4.8 | 1.6 | 7.9 | -13 | 631 | i | 17 | -0.1% |
| CCC(C)(C)n1nnnc1CN1CCC(NC(=O)c2ccc(Br)cc2)CC1 | 1.1 | 407 | i | 0.7 | -5 | -26 | x | x | i | -12 | 3.1 | 2.3 | 7.0 | -4 | 725 | i | 22 | -0.1% |
| C=CCOc1c(CNc2ccc(C(=O)O)cc2)cccc1OCC | 1.0 | 1356 | i | 7.3 | -1 | -14 | -0.33 | 1605 | i | 2 | 1.7 | 2.4 | 10 | x | x | i | 22 | -0.5% |
| Cc1c(CN2CCC(n3nccc3NC(=O)CCc3ccccc3)CC2)cnn1C | x | x | i | 0.4 | x | x | x | x | x | x | x | x | x | -19 | 686 | i | 36 | 1.7% |
| O=C(O)CCC(=O)N1CCN(c2ccccn2)CC1 | -0.2 | 1327 | i | 0.7 | 3 | 12 | -0.35 | 1685 | i | 4 | 5.3 | 3.0 | 2.1 | x | x | i | 10 | x |
| COc1cc(C(=O)NCc2ccco2)cc(OC)c1OC | 1.0 | 1180 | i | 0.7 | -1 | 3 | 0.31 | 1353 | i | -2 | 2.5 | 1.5 | 7.1 | 1 | 739 | i | 4 | 0.2% |
| COc1cccc(-c2cc(CC3(O)CCN(CCCc4ccccc4)CC3)on2)c1 | x | x | i | 0.3 | x | x | x | x | x | x | x | x | x | 2 | 858 | i | 53 | -1.0% |
| COc1ccc(C(=O)NCCN2CCOCC2)c(OC)c1OC | 1.3 | 956 | i | 0.1 | 8 | 7 | 1.2 | 1402 | i | 22 | 1.0 | 1.4 | 4.3 | 6 | 749 | i | 28 | 0.4% |
| O=C(c1cc(-c2ccccc2)nc2ccccc12)N1CCN(c2ccccc2O)CC1 | x | x | i | 0.7 | x | x | x | x | x | x | x | x | x | 0 | 830 | i | 28 | 0.9% |
| Cc1c(CC(C)C)nc(N)c(C#N)c1-c1ccccc1 | -4.7 | 1244 | i | 1.1 | 3 | 13 | 0.17 | 907 | i | -16 | 13 | 12 | 7.1 | -8 | 735 | i | 8 | -0.3% |
| O=C(O)C/C=C(\NC(=O)OCc1ccccc1)C(=O)OCc1ccccc1 | -0.1 | 1106 | i | 0.1 | 15 | 8 | x | x | i | 14 | 2.8 | 1.9 | 9.7 | 0 | 724 | i | 60 | -0.1% |
| Cc1cccc(/C(N)=N/OC(=O)CCc2ccccc2)c1 | -1.8 | 1386 | i | 6.6 | 2 | -2 | 0.12 | 1541 | i | 15 | 1.6 | 1.6 | 6.0 | x | x | i | 10 | -0.9% |
| CC1CCN(S(=O)(=O)c2cccc(C(=O)Nc3ccccc3)c2)CC1 | 0.2 | 1466 | i | 0.5 | 7 | -8 | 0 | 1629 | i | -8 | 2.3 | 2.0 | 3.1 | -3 | 705 | i | 15 | 0.3% |
| COc1ccccc1NS(=O)(=O)c1ccc(Cl)c(NC(=O)C(C)N2C(=O)c3ccccc3C2=O)c1 (stereo not drawn) | -3.0 | 520 | i | 1.5 | 12 | 4 | 0.39 | 1305 | i | -2 | 4.4 | 3.1 | 1.7 | -3 | 673 | i | 51 | 0.0% |

Some values from above.
For WT yeast gro inh, Cc1c(CC(C)C)nc(N)c(C#N)c1-c1ccccc1 shows 3
For Insulin prom up, Cc1cccc(/C(N)=N/OC(=O)CCc2ccccc2)c1 shows 0.12
